Screening results as filed in PubChem BioAssay.
POLH inh: qHTS for Inhibitors of Polymerase Eta; AID 588591, 2011; DNA polymerase eta (Homo sapiens), Q9Y253; 1.2% of 390,000 active; recombinant Pol eta, fluorescent DNA replication assay; Potency, µM (series often up to 114 µM), inactives show at the top dose activity change, negative = inhibition, usual class: inhibitors; further: potency means the concentration at half of the fitted maximal effect; on the % scale 0 is the no-effect control and ±100 the full control effect
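Fluorescent replication assay: 50 nM final substrate added after a 15 min room-temperature compound preincubation with 10 nM enzyme. Signal taken at 0 min and again at 10 min.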
POLB inh: qHTS Assay for Inhibitors of DNA Polymerase Beta | 1.3% of 340,000 active | Pol beta primer extension/strand displacement, fluorescence kinetic | AID 485314, 2010 | Potency, µM (top dose mostly 114 µM), inactives show at the highest dose activity change, negative = inhibition, actives largely listed as inhibitors | P06746; further: potency means the concentration at half of the fitted maximal effect; on the % scale 0 is the no-effect control and ±100 the full control effect
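Pol beta (10 nM) and compounds were preincubated 15 min at room temperature, then 50 nM substrate (final) started primer extension/strand displacement. Reads were taken at 0 and 10 min; concentration-response data were fitted to a four-parameter Hill equation.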
12-LOX inh: Primary qHTS assay for inhibitors of human arachidonate 12S-lipoxygenase (ALOX12): Round 2; 1.1% of 580,000 active; AID 1671190, 2021; Potency, µM (top dose mostly 108 µM), inactives show top-dose activity change, negative = inhibition, most hits filed as inhibitors; purified 12hLO, xylenol orange hydroperoxide absorbance; further: potency means the concentration at half of the fitted maximal effect; on the % scale 0 is the no-effect control and ±100 the full control effect
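Purified human 12hLO (150 nM final) in 25 mM Hepes, 0.01% Triton X-100, pH 7.0 was preincubated 15 min at room temperature with compound. Then 40 uM arachidonic acid was added, 30 min. Hydroperoxide was read by Fe-XO absorbance ratio 573/405 nm.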
ERG Ets-DNA blk: qHTS for Small Molecule Inhibitors of the ERG Ets/DNA interaction | Transcriptional regulator ERG (Homo sapiens), P11308 | fluorescence polarization, His-ERG Ets domain / labelled DNA | Potency, µM (top dose mostly 76.9 µM), inactives show at the highest dose FP activity, negative = inhibition, hits mostly inhibitors | 0.028% of 370,000 active | AID 624246, 2012; active means well fitted inhibition curve with a large enough effect in the polarisation, with a control signal flat; inconclusive means small, poorly fitted or top-dose-only effect, or effect the other way, or a change in a side signal; inactive means no such curve, though single readings can be large or run the other way; the % refers to the polarisation;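 further: polarization taken with two DNA probes labelled with fluorescein and Texas red; potency means the concentration at half of the fitted maximal effect; % of control where 0% means no effect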
Target sequence (P11308 whole entry, looked up, the tested form may be a part): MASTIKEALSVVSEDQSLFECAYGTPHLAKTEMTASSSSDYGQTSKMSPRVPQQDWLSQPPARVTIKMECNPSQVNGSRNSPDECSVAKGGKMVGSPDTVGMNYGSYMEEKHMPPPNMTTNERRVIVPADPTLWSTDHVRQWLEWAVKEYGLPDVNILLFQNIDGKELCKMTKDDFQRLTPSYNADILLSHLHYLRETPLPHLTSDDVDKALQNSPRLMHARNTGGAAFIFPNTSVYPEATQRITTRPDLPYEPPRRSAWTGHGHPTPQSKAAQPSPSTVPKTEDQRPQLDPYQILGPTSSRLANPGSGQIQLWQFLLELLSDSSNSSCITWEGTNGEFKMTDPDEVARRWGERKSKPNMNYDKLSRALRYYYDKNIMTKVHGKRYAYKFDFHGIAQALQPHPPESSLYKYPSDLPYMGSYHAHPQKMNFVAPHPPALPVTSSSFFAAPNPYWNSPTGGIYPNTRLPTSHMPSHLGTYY
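His-tagged ERG Ets domain (1 uM in the protein solution; 300mM KCl, 50mM Tris-HCl, 1mM EDTA, 1mM DTT, pH 7.5) received compound, then a probe mix of 5 nM fluorescein-DNA and 100nM Texas-615-DNA. Fluorescence polarization was read for both dyes.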
Pol kappa inh: qHTS for Inhibitors of Polymerase Kappa. purified Pol kappa, fluorescent DNA synthesis assay, 10 min. Potency, µM (series often up to 107 µM), inactives show at the highest dose activity, negative = inhibition, usual class: inhibitors. 0.53% of 400,000 active. AID 588579, 2011; further: potency means the concentration at half of the fitted maximal effect; on the % scale 0 is the no-effect control and ±100 the full control effect
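10 nM Pol kappa was preincubated with compounds for 15 min at room temperature. Reaction started with 50 nM (final) substrate. Fluorescence read kinetically at 0 and 10 min.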
RGS4 inhibitor: Inhibitors of Regulator of G Protein Signaling (RGS) 4: qHTS | AID 504845, 2011 | Potency, µM (series often up to 114 µM), without a hit: top-dose activity change, negative = inhibition, most hits filed as inhibitors | Transcreener GDP fluorescence polarization, RGS4-accelerated GTP hydrolysis | 0.039% of 390,000 active | Regulator of G-protein signaling 4 (Homo sapiens), P49798; further: potency means the concentration at half of the fitted maximal effect; on the % scale 0 is the no-effect control and ±100 the full control effect; nearly all actives have a fitted effect of over 75% in size; some results filed as inactive show a strong effect at the top dose
Target sequence (P49798 whole entry, looked up): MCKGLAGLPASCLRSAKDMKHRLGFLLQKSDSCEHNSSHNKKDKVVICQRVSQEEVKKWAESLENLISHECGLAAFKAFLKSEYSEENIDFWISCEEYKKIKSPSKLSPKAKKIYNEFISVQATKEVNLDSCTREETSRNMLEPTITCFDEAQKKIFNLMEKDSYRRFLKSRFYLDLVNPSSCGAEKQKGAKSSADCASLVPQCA
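MLSMR compounds (23 nl, pin-transferred) preincubated 10 min at room temperature with a 500nM (2x) first reagent, then RGS4 at 900nM (2x) plus Transcreener GDP mix added; fluorescence polarization (620/688 nm) read before and after 90 min at 30 °C.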
APE1 inh: qHTS Assay for Inhibitors of the Human Apurinic/apyrimidinic Endonuclease 1 (APE1). DNA repair nuclease/redox regulator APEX1 (Homo sapiens), P27695. recombinant APE1, TAMRA/BHQ-2 abasic DNA cleavage fluorescence. Potency, µM (series often up to 65.8 µM), for inactives: at the top dose activity change, negative = inhibition, hits mostly inhibitors. 0.35% of 350,000 active;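 further: potency means the concentration at half of the fitted maximal effect; plate controls were vehicle for no effect and reference inhibitor for full effect; nearly all actives have a fitted effect of over 55% in size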
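Step 1: APE1 (0.75 nM) with compound, 15 min RT. Step 2: add 50 nM fluorophore/quencher THF duplex. Step 3: three fluorescence reads 60 s apart (525/598 nm); read 3 minus read 1 = reaction progress.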
LDHA block: qHTS assay for inhibitors of human lactate dehydrogenase. L-lactate dehydrogenase A chain (Homo sapiens), P00338. purified LDHA, NADH/diaphorase-resazurin fluorescence; hits give low values. activity change, % (values are at about 110 or 230 µM). 0.15% of 480,000 active; in the data active means activity change below about -30%; inconclusive means mostly about -25% to -30%;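 further: plate controls were DMSO wells for no effect and wells without enzyme for full effect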
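Resorufin fluorescence (ex540/em590), read at 0 and 20 min after diaphorase/resazurin addition, reports the NADH left after a 5 min room-temperature reaction of 2 nM human LDH5 with 0.06 mM NADH and 0.2 mM pyruvate.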
Anesthetic bind: qHTS Assay for Identification of Novel General Anesthetics | Ferritin light chain (Equus caballus), P02791 | apoferritin/1-aminoanthracene competitive binding, fluorescence | Potency, µM (doses to about 77.5 µM), inactives show top-dose activity change, negative = displacement, hits mostly inhibitors | 0.074% of 350,000 active | AID 485281, 2010; further: potency means the concentration at half of the fitted maximal effect; on the % scale 0 is the no-effect control and ±100 the full control effect; nearly all actives have a fitted effect of over 20% in size
Target sequence (P02791 2-175 limits assumed): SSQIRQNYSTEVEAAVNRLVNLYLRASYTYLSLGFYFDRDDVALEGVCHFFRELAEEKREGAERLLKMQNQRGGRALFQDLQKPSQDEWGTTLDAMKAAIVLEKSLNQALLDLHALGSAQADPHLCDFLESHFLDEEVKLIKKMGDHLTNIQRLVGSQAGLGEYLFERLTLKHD
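Read-out: endpoint 1-AMA fluorescence, excitation 380 nm and emission 535 nm, after compounds sit 10 min at room temperature with 10 uM horse-spleen apoferritin in 50% saturated 1-AMA/PBS. Values come from four-parameter Hill fits.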
* hit, by the source's call; i = inactive; u = inconclusive; x = no result given; [ ] = dose if it differs, or a comment. Unless noted, the call rests on the fitted dose curve; in most records, active means well fitted curve in the direction sought with a large enough effect; inconclusive means small, poorly fitted or top-dose-only effect, or another doubt; inactive means no such curve, though single readings can be large; an effect the other way counts as inactive or inconclusive. These rows are one share of the data, so the mix of outcomes need not match the whole.

SMILES	POLH inh	POLB inh	12-LOX inh	ERG Ets-DNA blk	Pol kappa inh	RGS4 inhibitor	APE1 inh	LDHA block	Anesthetic bind
CC1=C(C(=O)Nc2ccccc2)C(c2ccccc2[N+](=O)[O-])NC(=O)N1 (centres undefined)	-12.4%	15.4%	-10.2%	-1.1%	-5.7%	-20.0%	-2.1%	0.2	-6.1%
O=C(Nc1ccccc1)C1CCCN1C(=O)Nc1ccccc1[N+](=O)[O-] (centres undefined)	-17.5%	22.0%	-4.3%	2.0%	11.9%	6.6%[11.4 µM]	0.4%	0.6	-13.7%
Cc1ccc(COc2ccc(-c3cc(C(F)(F)F)n4nc(C)cc4n3)cc2)cc1	-10.0%	13.1%	-10.4%	u	-15.9%	17.8%	x	-1.9	50.9%[activator]
COc1ccc(SCC(c2ccccc2)N2CCN(CC(C)C)CCC2=O)cc1 (centres undefined)	x	x	x	x	-5.8%	1.6%	5.0%	x	-9.6%
CC1CCC(NC(=O)CN2C(=O)NC3(CCCCCC3)C2=O)CC1 (centres undefined)	-5.5%	x	25.1%	-11.0%	6.2%	-3.4%	8.2%	-1.8	x
O=C(O)c1cc(NC(=O)c2ccccc2[N+](=O)[O-])ccc1O	4.2%	50.1%	u	5.4%	-12.0%	21.9%	2.4%	7.4	0.4%
CC(=O)C1=C(C)NC(C)=C(C(C)=O)C1c1ccc(-c2ccccc2Cl)o1	-1.7%	6.4%	-3.2%	-10.3%	-15.4%	15.8%	-2.2%	-4.3	-10.2%
COc1cc(NC(=O)c2nn(-c3ccc(C)cc3)c(=O)c3c2c2ccccc2n3C)cc(OC)c1OC	x	-0.2%	-22.4%	0.0%	-3.2%	4.2%	x	-1.4	2.7%
Cc1ccc(S(=O)(=O)N2CCCCC2)cc1C(=O)NCCCN1CCOCC1	-13.7%	92.3%	0.4%	-20.4%	1.7%	-11.5%	-2.4%	1.5	-5.9%
CC1=NN2C(=N)/C(=C\c3cc(C)n(Cc4ccccc4)c3C)C(=O)N=C2S1	-11.2%	3.6%	189.8%[activator]	0.4%	-14.6%	-23.0%	-1.9%	-0.4	-7.9%
CCCn1nnnc1NCc1ccccc1OCc1ccc(F)cc1	-3.7%	-4.1%	-3.3%	x	-3.4%	-1.9%	-1.8%	0.8	-16.2%
CCOC(=O)c1ccc(NC(=O)c2c(C)nn(-c3ccc(F)cc3)c2-n2cccc2)cc1	-13.9%	7.6%	-22.4%	-2.8%	2.8%	-9.6%	x	-4.9	-7.6%
N#Cc1ccc(S(=O)(=O)N2CCC(C(=O)N3CCN(Cc4ccc5c(c4)OCO5)CC3)CC2)cc1	-8.7%	x	0.0%	5.6%	13.3%	11.2%	2.5%	0.0	x
O=C(O)CCC(=O)N(Cc1ccco1)C1CC(=O)N(c2ccccc2)C1=O (centres undefined)	-2.4%	-10.2%	30.0%[activator]	0.5%	-1.5%	16.8%	-4.7%	-3.7	4.4%
Cn1nc(C(=O)OCC(=O)Nc2ccccc2OC(F)F)c2ccccc2c1=O	-5.4%	x	187.1%[activator]	4.0%	-23.1%	-9.6%	7.0%	-3.3	x
CCOC(=O)C1(Cc2cccc(Cl)c2)CCCN(C(=O)c2cc(C)n(C)n2)C1 (centres undefined)	0.2%	28.9%	0.0%	-5.3%	u	16.4%	-7.6%	-4.0	-8.3%
COc1ccc(NC(=O)NNS(=O)(=O)c2ccc(OC)c(OC)c2)c(OC)c1	-7.2%	0.1%	x	6.7%	-12.3%	-39.4%	11.6%	1.8	-3.0%
Cc1cccc2cc(CN(CCCN(C)C)C(=S)NCCc3ccccc3)c(=O)[nH]c12	-23.1%	-1.9%	u	0.6%	-0.6%	9.5%	-3.4%	-2.3	-13.0%
O=C1CSC(c2ccccn2)N1c1ccc(C(F)(F)F)cc1 (centres undefined)	-9.6%	2.2%	-20.6%	-8.5%	-7.4%	-8.0%	6.8%	-2.9	-11.3%
Cc1cc(=O)[nH]c(SCC(=O)Nc2nc3ccccc3s2)n1	1.4%	10.2%	-28.4%	-2.0%	-4.2%	-30.1%	18.1%	-3.9	-8.2%
CCOC(=O)CC1c2cc(OCC)c(OCC)cc2CCN1C(=O)Nc1cccc(Cl)c1 (centres undefined)	-7.0%	-11.5%	-6.6%	-1.7%	-11.4%	-3.2%	x	3.3	-0.4%
COC(=O)c1sc(NC(=O)c2cc(-c3ccccc3)nc3ccccc23)c(C#N)c1C	u	-2.2%	-26.6%	0.0%	-13.3%	-40.2%[11.4 µM]	-0.3%	-8.9	-21.6%
Cc1cc(NS(=O)(=O)c2ccc(NC(=O)CSc3nnc(-c4ccco4)n3N)cc2)nc(C)n1	-11.8%	8.6%[57.1 µM]	-6.8%	-10.6%	-4.7%	15.4%	0.4%	-1.5	6.7%
Cc1cccc(-n2nc3c(c2NC(=O)CCCl)CSC3)c1	0.7%	-1.6%	0.0%	2.0%	-3.1%	8.5%	14.5%	-0.9	4.8%
O=C(c1ccc(S(=O)(=O)Nc2ccccc2)cc1)N1CCOCC1	-16.7%	-23.2%	0.0%	-8.0%	-3.4%	40.7%	4.6%	-4.6	-11.4%

2 entries from above in another layout:
canonical_smiles,POLH inh,POLB inh,12-LOX inh,ERG Ets-DNA blk,Pol kappa inh,RGS4 inhibitor,APE1 inh,LDHA block,Anesthetic bind
COc1ccc(SCC(c2ccccc2)N2CCN(CC(C)C)CCC2=O)cc1 (centres undefined),x,x,x,x,-5.8%,1.6%,5.0%,x,-9.6%
CC1CCC(NC(=O)CN2C(=O)NC3(CCCCCC3)C2=O)CC1 (centres undefined),-5.5%,x,25.1%,-11.0%,6.2%,-3.4%,8.2%,-1.8,x

Other structures
SMILES	POLH inh	POLB inh	12-LOX inh	ERG Ets-DNA blk	Pol kappa inh	RGS4 inhibitor	APE1 inh	LDHA block	Anesthetic bind
NC(=S)N/N=C/c1ccc(-c2ccc(SC(F)F)cc2)o1	-8.1%	-3.2%	u	7.9%	-8.0%	u	u	-4.7	2.1%
CCOCCCNS(=O)(=O)c1ccc2c(c1)CCN2C(=O)CC	-15.2%	1.9%	0.0%	-4.3%	-12.1%	-3.2%	4.1%	2.0	-4.0%
COc1cccc(C(=O)Nc2ccc(NC(=O)C3CCCCC3C(=O)O)cc2)c1 (centres undefined)	-9.8%	3.1%	0.0%	14.6%	-11.1%	-32.5%	u	-1.7	-6.1%
CC1CCN(Cc2c(C(=O)N/N=C/c3cccc(Cl)c3)nnn2-c2nonc2N)CC1	-6.5%	-21.2%	-9.2%	22.1%	-5.7%	-8.7%	55.1%[activator]	-0.7	-22.1%
C=CCNc1sc(C(=O)C(C)(C)C)c(N)c1C#N	-6.9%	-16.3%	6.6%	x	-7.7%	-30.2%	12.5%	-6.2	-12.0%
COc1ccccc1-c1cn(S(=O)(=O)c2ccc(F)cc2)nc1N	-10.5%	-20.7%	-14.2%	1.5%	-18.2%	-9.0%	-2.6%	0.0	-20.4%
CCc1ccc(NC(=O)Cn2cc(S(=O)(=O)N3CCCC3)c(S(=O)(=O)N3CCCC3)c2)cc1	-20.1%	6.1%	-26.3%	-2.7%	-25.5%	11.8%	x	-12.7	-9.6%
O=C(COC(=O)CCCN1C(=O)c2cccc3cccc(c23)C1=O)Nc1ccc(Cl)cc1	3.7%	-1.7%	-3.7%	5.3%	1.9%	21.2%	3.3%	-11.6	-12.8%
Cc1ccc(CN(C)C(=O)CN2C(=O)NC3(CCCC3)C2=O)o1	-10.0%	x	3.8%	10.8%	-4.1%	4.5%	4.7%	-0.2	x
O=C(NCCN1CCCC1)C1COc2ccccc2O1 (centres undefined)	-14.9%	-1.2%	0.0%	2.3%	-1.7%	-11.9%[11.4 µM]	-3.4%	2.5	-1.6%
O=C1CN(C(=O)c2ccccc2)C(c2ccccc2)c2cc(F)ccc2N1 (centres undefined)	-1.5%	-0.6%	i	11.3%	4.2%	12.0%	51.8%[activator]	-2.2	-1.3%
COc1ccc(-n2c(C)cc(C(=O)CSc3nnc(-c4cccs4)o3)c2C)cc1	-3.6%	-5.3%	u	1.7%	-12.9%	21.1%	-7.6%	0.9	-7.2%
COc1ccc(N2C(=O)CN=C2Nc2nc(C)cc(C)n2)cc1OC	7.2%	13.1%	-24.3%	-0.6%	13.9%	-5.5%	17.4%	2.4	-1.3%
O=C1CCCC(O)=C1Sc1cc(Cl)c(Cl)cc1Cl	30.6%[activator]	x	39.8µM*	-7.3%	1.7%	-2.4%	x	2.3	x
O/N=C(\c1ccc(Cl)cc1)c1cc2ccccc2o1	-4.0%	-4.0%	u	x	-6.0%	17.5%	-14.0%	0.7	-18.9%
C=CCC[C@@H](Cc1ccc(F)cc1)C(=O)OC[C@@H](Cc1c[nH]c2ccccc12)NC(=O)[C@H](CC=C)CC(=O)N[C@H](CO)Cc1ccccc1	-2.6%	x	-36.1%	0.3%	-7.3%	5.2%	-9.0%	-7.7	x
